Chronic BCR inh: inhibitors of chronic active B-cell receptor signaling | ABC-DLBCL IkBa-CBG/CBR reporter, luminescence ratio, 4 h | Potency, µM (titrated, usually from 46.1 µM), for the others: at the top dose ratio change, negative = lower green/red ratio, most hits filed as inhibitors | 340,000 tested, 0.05% active | AID 493014; active = well fitted inhibition curve with a large enough effect in the signal ratio, with a control signal flat, not every such curve was filed as active; inconclusive = small, poorly fitted or top-dose-only effect, or effect the other way, or a change in a side signal; the % refers to the signal ratio;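 also: potency is read from the fitted curve at half-maximal effect; plate controls were basal doxycycline-induced cells for no effect and cells given 10 µM MG132 for full effect; MG132 reads +100%, hits lower the ratio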
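TMD8 human ABC-DLBCL cells with doxycycline-inducible IκBα–green luciferase fusion and unfused red luciferase, in 0.5% FBS medium; compounds up to 46 uM, 4 h at 37C. Green/red luminescence ratio, filter-overlap corrected, fitted to concentration-response curves.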
ASM inhibitor: inhibitors of human secretory acid sphingomyelinase. 340,000 tested, 0.006% active. Potency, µM (doses to about 57.5 µM), for inactives: at the top dose activity change, negative = inhibition, actives largely listed as inhibitors. placental ASM, HMU-PC fluorogenic substrate, 60 min; also: potency is read from the fitted curve at half-maximal effect
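HMU-PC0 cleavage (9 uM final) by human placental ASM, 60 min at 37 °C following 10 min compound exposure at RT; stopped at pH 10, fluorescence Ex 386/Em 447 nm.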
Eya2 phos inh: inhibitors of human Eya2 phosphatase activity. recombinant Eya2, OMFP fluorescence dephosphorylation (OMFP is methylfluorescein phosphate). Potency, µM (doses to about 76.9 µM), without a hit: top-dose activity, negative = inhibition, hits mostly inhibitors. 330,000 tested, 0.006% active; also: potency is read from the fitted curve at half-maximal effect; % is scaled to controls: 0 for no effect and ±100 for the full control effect
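Eya2 (0.2 uM) preincubated 10 min at ambient with compound, then OMFP substrate added at 50 uM; 10 min reaction in 50 mM HEPES pH 7.5, 50 mM NaCl, 5 uM MgCl2, 0.05% BSA, 1 mM DTT. Fluorescence read at Ex 485/Em 525 nm.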
hERG WT inh: inhibitors of human wildtype KCNH2 potassium channel; 340,000 tested, 0.37% active; U2OS, BacMam KCNH2, thallium flux FluxOr; hits give low values; activity change, % at 1.84 µM;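 active = maximum activity change below -70%; inconclusive = maximum activity change between -70% and -50%; inactive = maximum activity change above -50%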; also: % is scaled to controls: 0 for no effect and ±100 for the full control effect
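U2OS cells transduced with wild-type KCNH2 virus are loaded with FluxOr dye for 45 min, and thallium flux is measured in kinetic reads before and after stimulation buffer. Rate constants are normalized to DMSO controls.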
PKM2 act: activators of human pyruvate kinase M2. 260,000 tested, 0.34% active. purified PKM2, Kinase-Glo ATP luminescence, activation; response scale: 0% is enzyme alone, no compound. Potency, µM (doses to about 57.5 µM), for inactives: top-dose activation, actives largely listed as activators. P14618; also: potency is read from the fitted curve at half-maximal effect; % is scaled to controls: 0 for no effect and ±100 for the full control effect; nearly all actives have a fitted effect of over 55% in size
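ATP formation by purified human PK-M2, quantified via coupled luciferase luminescence after 1 h at room temperature with 0.1 mM ADP and 0.5 mM PEP final.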
Menin-MLL TR inh: inhibitors of human menin-MLL interaction, mutant MLL peptide | Menin + Texas Red MLL mutant peptide, fluorescence polarization | Potency, µM (titrated, usually from 61.6 µM), inactives show top-dose FP activity change, negative = inhibition, usual class: inhibitors | 270,000 tested, 0.23% active | AID 1768; active = well fitted inhibition curve with a large enough effect in the polarisation, with a control signal flat, not every such curve was filed as active; inconclusive = small, poorly fitted or top-dose-only effect, or effect the other way, or a change in a side signal; inactive = no such curve, though single readings can be large or run the other way; the % refers to the polarisation; also: potency is read from the fitted curve at half-maximal effect; % of control where 0% means no effect; many of its hits are not listed in these tables
USP2a inh: inhibitors of human ubiquitin-specific protease USP2a | O75604 | AID 463254 | Potency, µM (series often up to 38.3 µM), for the others: at the highest dose activity change, negative = inhibition, hits mostly inhibitors | 330,000 tested, 0.01% active | USP2 core, Ub-CHOP2 coupled fluorogenic reporter, 485/531;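 also: potency is read from the fitted curve at half-maximal effect; plate controls were DMSO wells for no effect and full inhibition by NEM control for full effect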
Target sequence (O75604 whole entry, looked up): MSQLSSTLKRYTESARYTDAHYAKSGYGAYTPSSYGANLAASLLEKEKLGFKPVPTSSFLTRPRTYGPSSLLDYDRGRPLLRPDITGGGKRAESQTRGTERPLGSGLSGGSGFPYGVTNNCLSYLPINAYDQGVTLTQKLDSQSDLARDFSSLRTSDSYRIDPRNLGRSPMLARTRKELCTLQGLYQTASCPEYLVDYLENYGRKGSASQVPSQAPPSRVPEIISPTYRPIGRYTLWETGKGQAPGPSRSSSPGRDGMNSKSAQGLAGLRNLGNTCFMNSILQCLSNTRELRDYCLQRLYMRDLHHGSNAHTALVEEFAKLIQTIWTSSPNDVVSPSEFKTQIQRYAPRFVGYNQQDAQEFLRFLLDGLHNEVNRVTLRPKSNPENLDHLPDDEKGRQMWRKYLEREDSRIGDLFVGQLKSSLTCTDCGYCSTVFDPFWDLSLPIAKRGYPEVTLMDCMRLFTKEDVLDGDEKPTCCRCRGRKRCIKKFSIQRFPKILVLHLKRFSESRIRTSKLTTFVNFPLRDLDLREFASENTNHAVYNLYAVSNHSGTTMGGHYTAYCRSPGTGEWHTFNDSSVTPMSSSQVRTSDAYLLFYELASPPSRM
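Cell-free coupled assay: 10nM USP2 core preincubated 30min RT with compound in Tris-HCl pH 8.0/CaCl2/CHAPS buffer, then 25nM Ub-CHOP2 and 25nM reporter substrate; fluorescence (Ex 485/Em 531) read after 60min RT, normalized to NEM inhibition, concentration-response curves fitted.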
MBNL1 CUG block: inhibitors of human MBNL1 binding to CUG repeat RNA; Q9NR56; TR-FRET MBNL1-His/biotin-(CUG)12 binding, 665/545 ratio; Potency, µM (top dose mostly 57.5 µM), for inactives: at the top dose activity change, negative = inhibition, usual class: inhibitors; 280,000 tested, 0.036% active; AID 2675; active = well fitted inhibition curve with a large enough effect in the signal ratio, with a control signal flat, not every such curve was filed as active; inconclusive = small, poorly fitted or top-dose-only effect, or effect the other way, or a change in a side signal; inactive = no such curve, though single readings can be large or run the other way; the % refers to the signal ratio; also: potency is read from the fitted curve at half-maximal effect; % is scaled to controls: 0 for no effect and ±100 for the full control effect
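Compounds (final 92 nM to 58 uM) are added to His-tagged MBNL1 and biotin-(CUG)12, then terbium anti-His antibody and streptavidin-XL665 (5 nM final). After 60 min at room temperature, the 665/545 nm ratio is read.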
TSHR antag: antagonists of human thyroid stimulating hormone receptor. AID 504810. activity change, negative = inhibition, % at 11.5 µM. TSHR-expressing cells, TSH-stimulated cAMP HTRF, 2 h; hits give low values. P16473. 330,000 tested, 0.2% active;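 active = activity change below a set negative limit, meaning inhibition stronger than a set level, cut at about -70% in these data; inconclusive = activity change between two set negative limits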; also: % is scaled to controls: 0 for no effect and ±100 for the full control effect
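TSHR-expressing cells, 200/well, pre-treated with compound, then stimulated with EC80 TSH (4nM final) for 2 hours at 37 deg C. cAMP measured by competitive HTRF: anti-cAMP cryptate antibody in lysis buffer plus cAMP-d2, read after 30 minutes at room temperature.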
Mito fusion yeast: inhibitors of mitochondrial division or activators of mitochondrial fusion; 320,000 tested, 0.23% active; Potency, µM (titrated, usually from 46.1 µM), for inactives: top-dose growth rescue (activation), usual class: activators; S. cerevisiae fusion-defective mutant growth rescue, CellTiterGlo 48 h; AID 485298;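 also: potency is read from the fitted curve at half-maximal effect; % of control where 0% means no effect; nearly all actives have a fitted effect of over 45% in size; temperature-sensitive fusion mutants such as fzo1-1 at 37 °C on non-fermentable ethanol glycerol medium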
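Growth-rescue viability read-out: after 48 h at the non-permissive 37C in glycerol/ethanol YPEG, yeast mitochondrial fusion mutants are measured by CellTiterGlo luminescence; compounds (23 nl pinned per well) restoring growth score as division inhibitors or fusion activators.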
GALK inhibitor: inhibitors of human galactokinase; P51570; Purified GALK, Kinase-Glo residual ATP luminescence; Potency, µM (doses to about 57.5 µM), for inactives: at the highest dose activity change, negative = inhibition, usual class: inhibitors; 270,000 tested, 0.007% active; also: potency is read from the fitted curve at half-maximal effect; % is scaled to controls: 0 for no effect and ±100 for the full control effect
Target sequence (P51570 whole entry, looked up): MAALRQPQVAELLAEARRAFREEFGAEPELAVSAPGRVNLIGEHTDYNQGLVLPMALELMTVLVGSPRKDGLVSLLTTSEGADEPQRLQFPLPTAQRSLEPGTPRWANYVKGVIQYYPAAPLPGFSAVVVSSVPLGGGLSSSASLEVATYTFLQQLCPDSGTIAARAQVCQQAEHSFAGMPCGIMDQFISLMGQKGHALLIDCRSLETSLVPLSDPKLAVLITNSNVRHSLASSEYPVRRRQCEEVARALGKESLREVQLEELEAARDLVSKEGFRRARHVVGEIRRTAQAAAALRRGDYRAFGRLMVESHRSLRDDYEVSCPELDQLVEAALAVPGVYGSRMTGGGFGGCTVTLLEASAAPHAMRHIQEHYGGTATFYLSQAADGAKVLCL
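Kinase-Glo Plus luminescence measured ATP left after a 1 h room-temperature reaction. The reaction used 5 nM GALK, 100 uM galactose and 35 uM ATP at pH 8.0 (20 mM HEPES, 5 mM MgCl2, 60 mM NaCl, 1 mM DTT, 0.01% BSA).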
An asterisk follows results filed as active; i = inactive; ? = inconclusive; nt = no result given; & = joins results of further samples; [ ] = another dose, or the depositor's remark. Unless noted, calls follow the shape of the dose curve; as a rule, active = well fitted curve in the direction sought with a large enough effect; inconclusive = small, poorly fitted or top-dose-only effect, or another doubt; inactive = no such curve, though single readings can be large; an effect the other way counts as inactive or inconclusive. A portion of the library; count on the stated rates, not on these rows.

SMILES	Chronic BCR inh	ASM inhibitor	Eya2 phos inh	hERG WT inh	PKM2 act	Menin-MLL TR inh	USP2a inh	MBNL1 CUG block	TSHR antag	Mito fusion yeast	GALK inhibitor
COc1ccccc1NC(=O)C1CCN(C(=O)c2ccco2)CC1	-1%	-1%	14%	13	nt	nt	0%	2%	-7	4%	0%
Cc1cccc2c1cnn2C(=O)CCC(=O)NCc1ccc(F)cc1	?	2%	5%	-3	-1%	-5%	3%	2%	7	0%	nt
CCOC(=O)N1CCN(C(=O)Cn2nc(C)c3sc4ccccc4c3c2=O)CC1	-17%	1%	-32%	-8	-14%	-2%	1%	7%	36	3%	-1%
Clc1ccc(C(c2ccccc2)N2CCN(c3ccccn3)CC2)cc1 (stereo not drawn)	18%	-5%	-9%	4	11%	nt	-3%	nt	-1	20%	-2%
Nc1nnc(SCC(=O)Nc2ccc(F)c(Cl)c2)n1-c1ccccc1	5%	2%	11%	12	8%	12%	0%	-7%	6	-9%	1%
CNC(=O)c1cnc(-c2ccccc2)nc1-c1ccccc1	-1%	-2%	-8%	-1	nt	20%	0%	2%	-1	-9%	9%
O=c1oc2ccccc2cc1-c1ccccc1	1%	-1%	-5%	nt	3%	14%	1%	?	-2	?	8%
Cc1nonc1OCCNCc1c(C(=O)N(C)C)nc2ccc(Cl)cn12	?	10%	8%	3	-2%	?	1%	12%	-5	14%	3%
CC(Sc1cccc[n+]1[O-])C(=O)NC1CCCCC1C (stereo not drawn)	?	1%	-4%	-5	nt	nt	2%	nt	-1	nt	nt
CSc1nnc(CCCCCCCCc2nnc(SC)o2)o1	0%	0%	-20%	0	-2%	nt	4%	-16%	0	-4%	9%
CN(c1ccccc1C(=O)Nc1ccc2c(c1)OCO2)S(C)(=O)=O	?	-2%	-4%	-1	-7%	18%	-1%	-4%	-3	2%	2%
O=C(NC1CCCCC1)N1CCN(C2CCCCC2)CC1	-10%	1%	5%	50	-7%	-6%	1%	0%	-4	-7%	0%
COc1cccc(NC(=O)CCSc2ccc(C)cc2)c1	?	7%	3%	-10	1%	3%	0%	-28%	14	4%	-1%
Cn1nc(C(F)(F)F)c(/C=N/OC(=O)c2ccccc2Cl)c1SCc1ccc(Cl)cc1	-6%	-3%	-4%	2	-2%	nt	-6%	-1%	-5	3%	0%
CCCOC(=O)c1ccc(NC(=O)c2cccc(S(=O)(=O)N3CCN(C(C)=O)CC3)c2)cc1	?	-13%	-1%	2	nt	nt	1%	-2%	-10	-3%	0%
CC1CN(C(=O)c2ccccc2C(=O)c2ncc[nH]2)CC(C)O1 (stereo not drawn)	?	-1%	2%	10	3%	11%	-1%	2%	2	-3%	0%
O=C(NCC(=O)N1CCN(S(=O)(=O)c2c(F)cccc2F)CC1)c1ccccc1F	4%	0%	21%	0	nt	nt	2%	nt	0	-4%	nt
Nc1nc2n(n1)C(c1ccco1)CC(c1ccc(Cl)cc1)N2 (stereo not drawn)	1%	3%	-6%	2	-6%	0%	0%	-2%	-5	3%	8%
Cc1cc(SCC(=O)c2ccccc2)nc(SCC(=O)c2ccccc2)n1	?	3%	-6%	-7	3%	20%	-2%	-1%	15	-2%	0%
COC(=O)[C@H](C)NC(=O)NC1CCCc2ccccc21 (stereo partly drawn)	-3%	3%	6%	-10	2%	0%[11.7 µM]	-1%	2%	0	-2%	2%
CCc1ccc2nc(NC(=O)c3ccc(N4C(=O)CCC4=O)cc3)sc2c1	?	-3%	-3%	-1	-5%	nt	-1%	9%	-3	4%	4%
CCc1cccc(CC)c1NC(=O)CCCSc1nc2ccccc2s1	?	-1%	-2%	-5	-8%	-21%	2%	25%	-14	0%	2%
COc1ccc(-c2ccc(=O)n(CC(=O)NC3CCc4ccccc43)n2)cc1OC (stereo not drawn)	0%	-3%	3%	-5	-28%	-14%	0%	?	4	1%	2%
COC(CNC(=O)C1CCCN(S(=O)(=O)c2ccc3c(c2)oc(=O)n3C)C1)OC (stereo not drawn)	-1%	3%	7%	-7	5%[0.46 µM]	5%	0%	-3%	-3	-5%	3%
CC1CCC(NC(=O)c2ccc3c(c2)OCO3)CC1 (stereo not drawn)	?	0%	0%	8	-7%	nt	4%	-8%	37	1%	-2%
COc1ccc(N2CCN(C(=O)c3ccc(CNS(=O)(=O)c4cccc(OC)c4)cc3)CC2)cc1	5%	-9%	3%	-2	-4%	nt	0%	-1%	-14	3%	-3%
CCCCCCC(=O)N/N=C/c1ccc(Br)cc1	?	-4%	-18%	2	11%	-20%	1%	nt	12	14%	1%
Cc1ccc(NC(=O)CCSCCc2ccccn2)cc1	3%&-3%	1%	-19%	20	0%	-28%	-1%	4%	-10	-5%	0%
CN(C)Cc1nnnn1-c1cccc(-n2nnnc2CN(C)C)c1	10%	4%	-7%	-1	0%	nt	-2%	nt	1	-4%	-1%
Cn1cnc2cc(NC(=O)c3cccs3)ccc21	?	-2%	-9%	-5	-10%	7%	2%	-2%	-7	-1%	4%
Nc1ccc(S(=O)(=O)Nc2ccc(C(=O)c3ccccc3)cc2)cc1	-1%	-4%	6%	2	0%[11.5 µM]	34%[activator]	-1%	3%	10	-5%	6%
CCN1CCN(C(=O)C2CCCN(S(=O)(=O)c3cc(Cl)ccc3Cl)C2)CC1 (stereo not drawn)	0%	0%	-10%	4	-8%	nt	0%	0%	11	-1%	3%
Cc1ccc(-c2nnc(SCC(=O)N/N=C/c3ccccc3C(=O)O)n2-c2ccc(Cl)cc2)cc1	0%	0%	?	-1	28µM*	nt	-3%	nt	-6	-4%	-3%
CCn1c(=O)c(C(=O)CN2c3ccccc3CC2C)c(N)n(Cc2ccccc2)c1=O (stereo not drawn)	?	-11%	-2%	-3	-2%	13%	-1%	5%	-10	9%	1%
O=C(Nc1cccc(F)c1)c1ccccc1	-10%	-2%	16%	-7	-8%	1%	-8%	0%	-1	1%	2%
O=C(Nc1cccc(NC(=O)c2ccccc2Cl)c1)c1cccs1	?	-4%	-19%	-1	-7%	23%	0%	-7%	-5	5%	-4%
Cc1ccc(N2CC(NC(=O)C3CC3)CC2=O)cc1 (stereo not drawn)	18%	3%	7%	3	nt	nt	0%	nt	1	-1%	nt
CC1=NN(C(C#N)c2ccc([N+](=O)[O-])cc2)C(C)(C)C1 (stereo not drawn)	2%	-2%	12%	-4	3%	nt	9%	?	-7	-4%	-4%
Cc1n[nH]c(=S)n1-c1ccccc1	16%	3%	9%	-3	-6%	nt	-4%	nt	2	1%	0%
Cc1nc2ccc([N+](=O)[O-])cc2c(=O)n1Cc1cccc(Br)c1	?	-10%	-4%	14	8%	?	1%	?	-16	8%	4%
C#CCOCCOCCOCCNc1nc(N2CCN(C(=O)[C@H]([C@@H](C)CC)n3cc([C@@H](N)CO)nn3)CC2)nc(N2CCN(C(=O)[C@H](Cc3ccc(O)cc3)n3cc([C@@H](N)C(C)CC)nn3)CC2)n1 (stereo partly drawn)	22%	4%	-4%	-10	-4%	?	2%	?	-5	4%	0%
O=[N+]([O-])c1ccc(C(=Nc2cccc3ccccc23)N2CCOCC2)cc1	0%	-7%	1%	-4	-2%	10%	2%	?	1	0%	-4%
CCC(=O)N1CCN(c2ccc(OC)cc2[N+](=O)[O-])CC1	2%	-2%	-17%	-1	-11%	-7%	0%	?	17	0%	-2%
Cc1ccc(S(=O)(=O)Nc2ccc(Cl)cc2)cc1NC(=O)Cn1cnc2c1c(=O)n(C)c(=O)n2C	-2%	-2%	-8%	1	0%	8%	4%	-1%	2	-1%	-5%
CCN(CC)c1ccc2c(C)cc(=O)oc2c1	?	i	-1%	-6	nt	nt	1%	nt	1	9%	nt
O=C(Nc1ccccc1N1CCN(c2ccccc2)CC1)c1ccccc1F	10%	-1%	8%	-3	-1%	0%	5%	2%	23	3%	-1%

Screens (PubChem)
